Screening results: PubChem, several laboratories
proCasp7 act – activates human procaspase-7, counter-screen for procaspase-3 activators; activation, % at 8.5 µM; hit rate 0.093% among 330,000; recombinant procaspase-7, Ac-DEVD-pNA absorbance 405 nm; D23A/D198A/D206A triple mutant, cannot self-cleave; scale: DMSO 0, 5 µM enzyme 100; P55210;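 active = percent activation above the screen-wide mean plus 3 SD, cut at about 25% in these data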
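Assay system: Uncleavable procaspase-7 mutant enzyme; Input: 2 µM procaspase-7 mutant as dispensed; Also added: DEVD-pNA substrate; Medium: Zinc-free HEPES pH 7.4 with 300 mM NaCl, 0.01% Triton X-100; Timing: 1 h compound preincubation, 2 h substrate cleavage, 25 °C; Measured by: Epi-absorbance of released pNA at 405 nm, two timepoints.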
GASC-1 inh – inhibitors of human GASC-1 (JMJD2C) demethylase; Q9H3R0; GST-JMJD2C(1-420) H3K9me3 demethylation, DELFIA europium; inhibition, % at 2.35 µM; hit rate 0.069% among 330,000; AID 2099;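 active = more than half of a compound's replicate wells show inhibition beyond 50%, single wells judged on their own value; inconclusive = some, but no more than half, of replicates pass 50% inhibition; inactive = no replicate passes 50% inhibition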;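 also: signal counts dimethyl H3K9 product captured on neutravidin plate; 0% = median of DMSO wells and 100% = 0.3 times that DMSO median; strong numbers were not always called active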
Yeast superoxide – lowers age-related superoxide in aged yeast cells. S. cerevisiae aged cells, superoxide DHE fluorescence; hits give low values. superoxide response (% of plate mean), % at 10 µM. hit rate 0.18% among 330,000. AID 2690;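 active = superoxide response under a set limit, about three screen SD below normal, cut at about 65% in these data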;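 also: yeast aged for seven days with compound at 30 °C before DHE staining; 100% = average MFI of all compound-treated wells on the plate with controls excluded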
procasp3 activ – procaspase-3 (human) activation; P42574; activation, % at 8.5 µM; recombinant procaspase-3 D3A, Ac-DEVD-pNA absorbance 405 nm; hit rate 0.11% among 330,000; AID 463141;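 active = activation above the mean of all tested compounds plus 3 SD, cut at about 21% in these data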;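 also: 0% = DMSO alone and 100% = DMSO wells spiked with extra 5 µM PC-3 D3A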
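Technique: 405 nm absorbance of p-nitroaniline, reads at 0 and 120 min; Test system: Procaspase-3 D3A mutant; Incubation: 1 h enzyme-compound preincubation, then 2 h substrate reaction, 25 °C; Repeats: singlicate, each compound tested once; Benchmarks: low control DMSO wells, high control DMSO plus 5 µM PC-3 D3A.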
LAP4-GFP MLPCN – alters LAP4-GFP fluorescence in TOR pathway yeast screen; S. cerevisiae LAP4-GFP multiplex, flow cytometry GFP, 3 h; median GFP as percent of DMSO wells; GFP response vs DMSO, % at 10 µM; hit rate 0.34% among 320,000; AID 2023;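 active = GFP response vs DMSO above a set limit, about the screen mean plus 3 SD, cut at about 150% in these data; inconclusive = under 70 cell events counted for the yeast strain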
MEP2 TOR yeast – alters MEP2-GFP fluorescence in TOR pathway yeast screen; S. cerevisiae MEP2-GFP strain, flow cytometry GFP, 3 h; 100% = DMSO control level; GFP response vs DMSO, % at 10 µM; hit rate 0.51% among 330,000;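 active = GFP response versus DMSO above a set limit, roughly screen mean plus 3 SD, cut at about 180% in these data; inconclusive = fewer than 70 cells counted for a yeast strain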;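 also: median GFP fluorescence of the barcode-gated MEP2-GFP cells per well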
AHR activator – activators of human aryl hydrocarbon receptor; AHR-responsive luciferase reporter cells, luminescence; AID 2796; P35869; hit rate 2.5% among 320,000; activation, % at 5 µM; in the data active = activation above about 47%;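 also: 0% = vehicle wells and 100% = reference agonist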
Target sequence (P35869 whole entry, looked up): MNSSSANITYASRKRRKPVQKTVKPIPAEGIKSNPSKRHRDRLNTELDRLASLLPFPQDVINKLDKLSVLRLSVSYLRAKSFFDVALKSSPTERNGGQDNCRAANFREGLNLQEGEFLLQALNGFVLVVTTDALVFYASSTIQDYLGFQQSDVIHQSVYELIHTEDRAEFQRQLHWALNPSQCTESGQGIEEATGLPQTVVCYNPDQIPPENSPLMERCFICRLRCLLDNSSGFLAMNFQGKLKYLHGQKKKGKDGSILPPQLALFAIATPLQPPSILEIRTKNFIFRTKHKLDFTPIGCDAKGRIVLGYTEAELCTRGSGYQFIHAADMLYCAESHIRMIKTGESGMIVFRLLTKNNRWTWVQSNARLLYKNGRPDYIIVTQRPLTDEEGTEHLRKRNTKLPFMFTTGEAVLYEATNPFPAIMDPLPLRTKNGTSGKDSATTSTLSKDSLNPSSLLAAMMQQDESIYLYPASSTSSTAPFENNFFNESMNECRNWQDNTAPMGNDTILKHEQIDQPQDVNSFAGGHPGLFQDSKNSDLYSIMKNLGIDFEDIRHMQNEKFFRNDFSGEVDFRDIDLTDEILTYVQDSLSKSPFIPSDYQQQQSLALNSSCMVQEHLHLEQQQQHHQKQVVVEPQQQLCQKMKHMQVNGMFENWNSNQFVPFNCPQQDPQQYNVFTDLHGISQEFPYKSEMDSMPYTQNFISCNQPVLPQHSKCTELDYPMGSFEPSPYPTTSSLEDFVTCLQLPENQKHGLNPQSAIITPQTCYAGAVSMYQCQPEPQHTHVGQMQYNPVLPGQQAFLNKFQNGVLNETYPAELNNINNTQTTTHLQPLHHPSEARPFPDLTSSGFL
RPL19A-GFP yeast – modulators of TOR pathway RPL19A-GFP in S. cerevisiae; S. cerevisiae RPL19A-GFP strain, flow cytometry, 3 h; hits give low values; percent response vs DMSO, % at 10 µM; hit rate 0.3% among 330,000;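 active = percent response vs DMSO below 50%; inconclusive = fewer than 70 events counted for the yeast strain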;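 also: median channel GFP fluorescence of the barcoded RPL19A-GFP strain; ratio of sample median GFP to plate DMSO average so 100% = DMSO; lower means less RPL19A-GFP as with rapamycin TOR inhibition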
Numbers without * were called inactive; ? = inconclusive; . = no result given; & = joins results of further samples.

entry	mol	proCasp7 act	GASC-1 inh	Yeast superoxide	procasp3 activ
1	Cc1ccc2c(c1)c(-c1csc(N)n1)c(C)n2C	-10	3	97	1
2	CCn1c(/C=C/c2ccccc2F)nc2ccccc2c1=O	.	-13	99	.
3	CC(=O)N1CCC[C@H]1C(=O)O	1	3	97	2
4	CCOC(=O)Cn1nc(C)c([N+](=O)[O-])c1C	2	8	96	-7
5	COc1ccc(C(C)=O)cc1COc1ccc(Cl)c(C)c1	-3	?	92	2
6	COc1ccccc1NC(=O)c1ccc2nc(C)sc2c1	-8	-5	102	0
7	O=C(O)c1cc(-c2ccc(Cl)c(Cl)c2)n(-c2ccccc2)n1	-4	-23	126	6
8	Cn1c(-c2c(N)n(CCc3ccccc3)c3nc4ccccc4nc23)nc2ccccc21	-33	-6	72	-13
9	S=C(NCc1ccccc1)Nc1ccc(Cl)cc1	-10	-8	87	-8
10	COc1ccc(/C=C2\SC(=S)N(CCC(=O)N(CCO)Cc3ccccc3)C2=O)cc1OC	-3	0	99	-14
11	Cc1cccc(N2N=C(C(=O)Nc3nc(C)cs3)CCC2=O)c1	5	0	101	-8
12	COc1ccc(CCN2CC(C(=O)N3CCN(C(C)=O)CC3)CCC2=O)cc1 (stereo not given)	-2	11	97	-1

entry	LAP4-GFP MLPCN	MEP2 TOR yeast	AHR activator	RPL19A-GFP yeast
1	108	84	20	83
2	94	101	.	100
3	99	96	1	98
4	98	95	0	96
5	119	99	9	101
6	100	110	-1	103
7	101	114	1	105
8	106	112	20	.
9	104	94	5	90
10	108	121	2	112
11	111	114	8	94
12	107	107	-3	100

Continued:
entry	mol	proCasp7 act	GASC-1 inh	Yeast superoxide	procasp3 activ
13	CSc1nc2c(cnn2-c2ccc(C)c(C)c2)c(=O)[nH]1	5	0	114	4
14	CC(=O)Nc1ccc(S(=O)(=O)Nc2nc3ccccc3nc2N2CCc3ccccc3C2)cc1	4	10	115	-1
15	C/C(=N\O)C1(C)N(O)C(C)(C)C(c2ccco2)=[N+]1[O-] (stereo not given)	-10	-5	92	3
16	CCC(C)[C@H](N)c1cn([C@@H](CCCCN)C(=O)N2CCNCC2)nn1 (stereo not given in full)	9	5	.	-3
17	CCCCn1c(N)c(N(CCOC)C(=O)c2cc(-c3ccccc3)nc3ccccc23)c(=O)[nH]c1=O	3	-12	100	-1
18	COc1ccc(-c2ccc(CCC(=O)O)n2C(C)C)cc1	-2	-7&140	109	-2
19	C/C(=N\NC(=S)Nc1ccccc1)C1Cc2ccccc2C(=O)O1 (stereo not given)	0	-9	94	1
20	Cc1ccc(OCC(=O)N/N=C\c2ccc(O)cc2)c([N+](=O)[O-])c1	3	3	115	-1
21	O=C(O)c1ccccc1S(=O)(=O)NCC(O)COC1CCCCC1 (stereo not given)	3	-11	106	8
22	COc1ccc(NC(=O)CCNS(=O)(=O)c2ccc3c(c2)CCC(=O)N3)cc1	-13	-11	126	3
23	CCCSc1cc(N2CCN(C)CC2)nc(-c2ccc(OC)cc2)n1	-2	3	107	2
24	CSc1nc(N2CCN(Cc3ccc4c(c3)OCO4)CC2)c2ccccc2n1	5	-1	80	0

entry	LAP4-GFP MLPCN	MEP2 TOR yeast	AHR activator	RPL19A-GFP yeast
13	101	113	2	104
14	106	111	54*	102
15	96	107	2	104
16	.	.	1	.
17	103	103	2	112
18	115	102	3	98
19	101	100	10	96
20	99	107	1	97
21	100	103	0	99
22	96	96	1	99
23	143	130	7	93
24	87	105	2	104

Six of the entries above in order of their number in RPL19A-GFP yeast, highest first:
entry	molecule	RPL19A-GFP yeast
17	CCCCn1c(N)c(N(CCOC)C(=O)c2cc(-c3ccccc3)nc3ccccc23)c(=O)[nH]c1=O	112
15	C/C(=N\O)C1(C)N(O)C(C)(C)C(c2ccco2)=[N+]1[O-] (stereo not given)	104
14	CC(=O)Nc1ccc(S(=O)(=O)Nc2nc3ccccc3nc2N2CCc3ccccc3C2)cc1	102
5	COc1ccc(C(C)=O)cc1COc1ccc(Cl)c(C)c1	101
3	CC(=O)N1CCC[C@H]1C(=O)O	98
23	CCCSc1cc(N2CCN(C)CC2)nc(-c2ccc(OC)cc2)n1	93

Further results.
entry	mol	proCasp7 act	GASC-1 inh	Yeast superoxide	procasp3 activ
25	CCOc1ccc(NC(=O)COC(=O)c2ccc3c(c2)OCO3)cc1	6	-7	100	4
26	COc1ccc(-n2nnnc2SCC(=O)N(C)C2CCS(=O)(=O)C2)cc1 (stereo not given)	6	16	102	6
27	Cn1c(=O)[nH]c(=O)c2c1nc(N1CCCCC1)n2CCSc1nc2ccccc2o1	-4	-34	157	0
28	Cc1ccc(S(=O)(=O)NCC(=O)NCC(=O)NCCc2ccccc2F)cc1C	-1	2	98	6
29	O=C(c1ccccc1)N1N=C(c2ccccc2O)CC1c1ccccc1 (stereo not given)	-3	8	95	7
30	CC(=O)c1cc(NC(=O)c2ccc(Cl)cc2)c(=O)oc1/C=C/N(C)C	8	3	92	1
31	Cc1[nH]c2ccc(C(=O)OCC(=O)Nc3cccc(S(N)(=O)=O)c3)cc2c1C	1	-7	108	12
32	O=C(Oc1ccccc1Cl)C1CCN(C(=O)c2ccc(F)cc2)CC1	6	1	105	-3
33	Cc1cc(C(=O)NNC(=O)Cc2ccc(Cl)cc2)c(C)o1	-2	2	88	5
34	c1ccc(-c2ncc(CSc3nncn3-c3ccccc3)s2)cc1	-2	6	93	-6
35	CC1CCN(c2ccccc2NC(=S)NC(=O)C(C)(C)C)CC1	-1	18	101	1
36	CCOc1ccc(NC(=O)CSc2nnc(C3CC3)n2N)cc1	3	1	94	11

entry	LAP4-GFP MLPCN	MEP2 TOR yeast	AHR activator	RPL19A-GFP yeast
25	101	99	-1	98
26	98	94	-2	93
27	95	99	3	98
28	100	98	1	98
29	92	107	1	104
30	111	104	11	100
31	111	103	4	105
32	?	102	1	86
33	98	96	-1	92
34	96	94	1	94
35	93	101	-1	101
36	106	109	9	104

Continued.
entry	mol	proCasp7 act	GASC-1 inh	Yeast superoxide	procasp3 activ
37	COc1ccccc1CNC(=O)C1CCCN(S(=O)(=O)c2c(C)[nH]c(=O)[nH]c2=O)C1 (stereo not given)	5	-5	99	-9
38	C/C(N)=C(/C#N)C(=O)COc1ncnc2ccc(Br)cc12	5	0	88	-2
39	O=C(COc1ccc(Br)cc1CO)N1CCCc2ccccc21	-2	10	92	-11
40	O=C(Nc1ccccc1C(F)(F)F)c1cc(-c2ccc(O)cc2)on1	9	-16	97	-1
41	CC(NC(=O)C(NC(=O)C1CCCN1C(=O)OC(C)(C)C)C(C)C)C(N)=O (stereo not given)	0	5	84	8
42	CCCn1c(SCC(=O)N2CCN(CC)CC2)nc2c1c(=O)n(C)c(=O)n2C	7	25	105	2
43	O=C(Nc1ccc(C(=O)NN2C(=O)c3ccccc3C2=O)cc1)c1ccccc1	5	15	80	-2
44	O=C(OCC(=O)N(C1CCCCC1)C1CCCCC1)c1ccccc1O	8	-1	92	2
45	CSc1nc(C)c(Cc2c(F)cccc2Cl)c(=O)[nH]1	4	2	98	4
46	COc1cccc2sc(Nc3nc(-c4cc5ccccc5oc4=O)cs3)nc12	-1	-5	112	-12
47	CC(=O)Nc1c(NC(C)C)c2ccccc2oc1=O	2	5	98	-10
48	COc1ccc(CCNC(=O)CN(c2cc([N+](=O)[O-])ccc2OC)S(C)(=O)=O)cc1	-1	-16	105	7

entry	LAP4-GFP MLPCN	MEP2 TOR yeast	AHR activator	RPL19A-GFP yeast
37	107	108	-1	106
38	101	97	16	97
39	95	102	5	98
40	151*	116	-7	101
41	106	104	1	102
42	92	108	0	102
43	98	104	1	102
44	93	106	0	107
45	102	98	2	104
46	105	133	5	94
47	106	103	-4	101
48	126	107	1	107

(continued)
entry	mol	proCasp7 act	GASC-1 inh	Yeast superoxide	procasp3 activ
49	CN(C)/C=C(/C(=O)c1ccc(Cl)c(Cl)c1)S(C)(=O)=O	1	4	95	2
50	Cc1ccc2nc(-c3ccccc3)c(CC(=O)O)c(C(=O)O)c2c1	2	-11	108	-3
51	COc1cc(C)c(C(=O)CSc2nnc(CNC(=O)c3ccco3)n2C)cc1C	2	-1	101	3
52	Cc1ccc(NC(=O)CSc2nnc(-c3cccnc3)o2)c(C)c1	2	-6	126	23*
53	Cc1nc(N2CCN(C(=O)c3ccco3)CC2)c2c3c(sc2n1)CCC3	-2	-3	94	-1
54	O=C(N/N=C\c1ccccn1)C1COc2cc3ccccc3cc2O1 (stereo not given)	-5	13	102	4
55	Cc1ccc2c(c1)-n1c(nc3ccccc3c1=O)C(CC(C)C)NC2=O (stereo not given)	-5	.	97	3
56	Cc1cn(C(=O)c2ccccc2)c(=S)n1-c1ccc(Br)cc1	0	-2	103	-2

entry	LAP4-GFP MLPCN	MEP2 TOR yeast	AHR activator	RPL19A-GFP yeast
49	102	101	-2	103
50	117	116	4	116
51	97	91	1	90
52	111	101	3	95
53	105	99	-7	98
54	119	106	11	95
55	106	107	1	107
56	91	105	4	100

3 structures out of the list, sorted by heavy-atom count, largest number first:
entry	mol	proCasp7 act	GASC-1 inh	Yeast superoxide	procasp3 activ
51	COc1cc(C)c(C(=O)CSc2nnc(CNC(=O)c3ccco3)n2C)cc1C	2	-1	101	3
52	Cc1ccc(NC(=O)CSc2nnc(-c3cccnc3)o2)c(C)c1	2	-6	126	23*
49	CN(C)/C=C(/C(=O)c1ccc(Cl)c(Cl)c1)S(C)(=O)=O	1	4	95	2

entry	LAP4-GFP MLPCN	MEP2 TOR yeast	AHR activator	RPL19A-GFP yeast
51	97	91	1	90
52	111	101	3	95
49	102	101	-2	103
